Screening results: PubChem, Sanford-Burnham Center for Chemical Genomics
mIAP act: increases mouse intestinal alkaline phosphatase activity; muIAP, CDP-Star luminescence, 30 min; active compounds read high; 1 = vehicle-only enzyme signal, 0 = enzyme-free wells; activation factor at 10 µM; 0.24% of 330,000 active; AID 2805;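 active = activation factor of at least 2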; note: the source names both 10 and 20 µM as test concentration; values of inactives mirror those of a sister screen read the other way
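Assay system: mouse IAP enzyme / Compound: DMSO-dissolved test compounds / Timing: 30 min, room temperature / Measured by: luminescence from enzymatic CDP-Star hydrolysis / Control set: DMSO-only wells, enzyme-free buffer wells as negative control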
mIAP block: blocks mouse intestinal alkaline phosphatase; purified mouse IAP, CDP-Star luminescence, 30 min; inhibition, % at 10 µM; 0.2% of 330,000 active; AID 2806;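 active = inhibition of at least 40% at 10 µM in the primary screen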;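 note: plate controls were DMSO with enzyme for no effect and no enzyme wells for full effect; values of inactives mirror those of a sister screen read the other way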
PfG6PD inh: PfG6PD (Plasmodium falciparum) enzyme inhibition. PfGluPho enzyme, NADPH resazurin-diaphorase fluorescence. inhibition, % at 20 µM. 0.78% of 350,000 active;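 active = inhibition reaching at least a set limit at 20 µM in the primary screen, cut at about 59% in these data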;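 note: 0% = DMSO wells with substrate and 100% = DMSO wells lacking glucose-6-phosphate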
HKDC1 inh: inhibitors of human hexokinase HKDC1 | recombinant HKDC1, G6PDH/diaphorase resazurin coupled fluorescence | inhibition, % at 20 µM | 0.16% of 340,000 active | AID 493160;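 active = inhibition above about 35% when tested at 20 µM, limit read from the data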;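 note: plate controls were DMSO wells with enzyme for no effect and DMSO wells lacking enzyme for full effect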
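Material – in-house recombinant HK5 (HKDC1) enzyme · Quantity – HKDC1 at 5 µg/mL · Buffer or medium – pH 8.0 Tris buffer with 10 mM MgCl2 · Reagent – glucose with 1 mM ATP · Dosing – single 20 µM dose · Times – reaction time 90 min, room temperature, protected from light · Technique – resorufin fluorescence at 613 nm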
hIAP block: blocks human intestinal alkaline phosphatase | P09923 | purified IAP, CDP-Star luminescence, 30 min | inhibition, % at 10 µM | 0.12% of 330,000 active | AID 2544;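 active = inhibition reaching a set limit with compound at 10 µM in the primary screen, cut at about 35% in these data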;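 note: plate controls were DMSO wells with enzyme for no effect and no-enzyme buffer wells for full effect; values of inactives mirror those of a sister screen read the other way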
Target sequence (P09923 whole entry, looked up): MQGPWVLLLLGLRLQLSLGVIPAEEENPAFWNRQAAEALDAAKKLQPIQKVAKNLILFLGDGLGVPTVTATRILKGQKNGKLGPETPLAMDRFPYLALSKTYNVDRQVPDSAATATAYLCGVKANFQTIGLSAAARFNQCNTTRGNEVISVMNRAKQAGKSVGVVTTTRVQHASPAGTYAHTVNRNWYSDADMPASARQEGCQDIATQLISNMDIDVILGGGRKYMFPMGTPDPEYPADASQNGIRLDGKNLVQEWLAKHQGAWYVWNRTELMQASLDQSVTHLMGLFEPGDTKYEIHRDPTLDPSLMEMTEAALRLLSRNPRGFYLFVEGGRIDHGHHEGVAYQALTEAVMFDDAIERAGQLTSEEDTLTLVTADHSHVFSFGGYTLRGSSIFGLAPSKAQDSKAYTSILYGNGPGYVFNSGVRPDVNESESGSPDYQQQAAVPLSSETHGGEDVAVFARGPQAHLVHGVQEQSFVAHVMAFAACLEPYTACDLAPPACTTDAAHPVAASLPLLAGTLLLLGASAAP
APOBEC3A inh: blocks human APOBEC3A ssDNA deamination; 0.41% of 330,000 active; recombinant A3A, FAM/TAMRA ssDNA deamination fluorescence; AID 493011; inhibition, % at 20 µM;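 active = at least 40% inhibition at 20 µM here, with at most 30% in a related deaminase screen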;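 note: plate controls were A3A with DMSO for no effect and wells lacking A3A enzyme for full effect; some results filed as inactive read as strong as hits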
hIAP activ: increases human intestinal alkaline phosphatase activity | P09923 | 0.16% of 330,000 active | AID 2524 | purified human IAP, CDP-Star luminescence, 30 min; active compounds read high; 1 = vehicle-only enzyme, 0 = enzyme-free background | activation factor at 10 µM;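 active = activation factor of the enzyme at least 2-fold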; note: the source names both 10 and 20 µM as test concentration; values of inactives mirror those of a sister screen read the other way
ATG4B inhibitor: blocks human ATG4B protease cleavage of LC3 substrate; 0.51% of 340,000 active; Q9Y4P1; ATG4B cleavage of LC3-PLA2, NBD-HPC fluorescence, 1 h; inhibition, % at 8.33 µM; in the data active = inhibition above about 40%
Target sequence (Q9Y4P1 whole entry, looked up): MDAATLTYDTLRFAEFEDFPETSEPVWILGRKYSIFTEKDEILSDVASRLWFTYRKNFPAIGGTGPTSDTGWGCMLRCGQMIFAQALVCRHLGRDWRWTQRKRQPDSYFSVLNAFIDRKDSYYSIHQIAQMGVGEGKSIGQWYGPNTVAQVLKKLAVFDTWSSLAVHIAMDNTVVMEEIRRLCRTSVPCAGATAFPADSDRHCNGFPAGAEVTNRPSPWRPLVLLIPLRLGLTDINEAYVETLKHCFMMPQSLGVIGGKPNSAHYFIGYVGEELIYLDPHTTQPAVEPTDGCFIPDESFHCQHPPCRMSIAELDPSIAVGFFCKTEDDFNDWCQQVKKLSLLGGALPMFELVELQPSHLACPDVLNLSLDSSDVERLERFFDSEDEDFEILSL
Starred values were filed as active, the others as inactive; / = no result given.

SMILES	mIAP act	mIAP block	PfG6PD inh	HKDC1 inh	hIAP block	APOBEC3A inh	hIAP activ	ATG4B inhibitor
Cc1ccc(S(=O)(=O)N2CCOCC2)cc1NC(=O)COC(=O)Cn1c(C)csc1=O	0.97	3	-9	1	10	0	0.9	6
Cc1ccc(OCCN2CCN(C(=O)CCC(=O)Nc3nnc(CC(C)C)s3)CC2)cc1	1	-2	-1	-1	-26	2	1.3	-7
O=C(CN1C(=O)/C(=C/c2ccccc2F)Sc2ccccc21)NCC1CCCO1 (stereo not given)	0.93	7	-12	-5	-23	2	1.2	2
CCOC(=O)c1nn(-c2c(C)n(C)n(-c3ccccc3)c2=O)cc1O	0.99	1	-5	2	6	5	0.94	-1
Cc1ccc(NC(=O)CCN2C(=O)C3CC=CCC3C2=O)cc1Cl (stereo not given)	1.1	-6	14	-5	-12	-3	1.1	-8
Cc1nn(Cc2ccc(Cl)cc2Cl)c(C)c1NC(=O)c1nn(C)cc1Cl	0.95	4	6	-5	4	2	0.96	-3
COCCN=C1Sc2nc3ccc(C)cc3cc2CN1Cc1ccco1	0.94	6	33	4	-2	-2	1	22
CCOc1ccc(C=Nc2cccc3ncccc23)cc1	0.88	12	12	12	-7	-4	1.1	-9
COC(=O)c1c(C(=O)OC)c(C)n(Cc2cccnc2)c1C	1	0	2	-4	16	-3	0.84	-10
Cc1c(C)c2ccc(OCC(=O)N3CCOCC3)c(C)c2oc1=O	0.96	4	12	-4	3	3	0.97	-11
O=C(CN1CCCc2ccccc21)NCc1ccc2c(c1)OCO2	1	-1	-16	-10	-34	1	1.3	1
O=C(NCc1ccco1)/C(=C/C=C\c1ccccc1)NC(=O)c1ccc(Br)o1	1	-3	5	-8	3	2	0.97	-10
CCCc1nc(SCC(=O)Nc2nnc(CC)s2)c2c(C)c(C)sc2n1	1.1	-7	-11	-6	-16	-4	1.2	-4
Cc1c(NC(=O)CN2CCN(C(c3ccccc3)c3ccccc3)CC2)c(=O)n(-c2ccccc2)n1C	1.1	-6	5	7	-14	1	1.1	-6
COC(=O)CN(c1ccc(C)cc1)S(=O)(=O)c1c(C)[nH]c(=O)[nH]c1=O	1.1	-9	-3	2	-9	3	1.1	-1
CCC(C)NC(=O)CC1Oc2ccc(C)cc2NC1=O (stereo not given)	0.9	10	2	-8	-12	-2	1.1	-2
Cc1ccc(S(=O)(=O)N2CCCC2C(=O)NCc2ccco2)cc1 (stereo not given)	0.99	1	12	4	-7	0	1.1	-4
CC(C)(C)c1ccc(C(=O)NC(Cc2ccccc2)C(=O)O)cc1 (stereo not given)	0.94	6	/	/	2	0	0.98	/
O=C(c1cc(-c2ccco2)nc2ccccc12)N1CCN(c2ccc(F)cc2)CC1	1	-5	12	-6	10	0	0.9	-6
O=C(COC(=O)CC12CC3CC(CC(C3)C1)C2)Nc1cccnc1Cl	1	-1	12	-3	-6	5	1.1	-8
O=C(NC(n1ccc(=O)[nH]c1=O)C(Cl)(Cl)Cl)C12CC3CC(CC(C3)C1)C2 (stereo not given)	1.1	-8	-28	11	-3	0	1	-5
O=S(=O)([N-]c1nc2ccccc2nc1-n1cc[n+](Cc2ccccc2)c1)c1ccc(Br)cc1	1.1	-11	3	-2	-8	0	1.1	-3
CCOCCn1c(N(C)Cc2ccccc2)nc2c1c(=O)[nH]c(=O)n2C	1	-3	-6	2	-19	-7	1.2	2
O=C(O)CSc1nnc(SCc2cccc3ccccc23)s1	0.93	7	-30	-10	11	2	0.89	22
CCOc1ccc(/C=C2\SC(=S)N(NS(=O)(=O)c3ccccc3)C2=O)cc1OC	0.87	13	-4	6	-3	-2	1	-7
Continued.
SMILES	mIAP act	mIAP block	PfG6PD inh	HKDC1 inh	hIAP block	APOBEC3A inh	hIAP activ	ATG4B inhibitor
COc1ccccc1NC(=O)CSc1nc2ccccc2cc1Cc1ccccc1	1.1	-11	22	-2	24	1	0.76	-10
Cc1cc(NC(=O)Nc2ccc(Cl)c(Cl)c2)no1	1.5	-50	4	-4	-21	1	1.2	-5
COc1ccc(C(=O)Nc2cnc3sc(C)nn3c2=O)cc1	1	-4	2	-5	-1	1	1	1
CC(C)NC(=O)c1ccc(COc2ccc(C(C)(C)C)cc2)o1	1	-3	1	9	-11	-1	1.1	3
COCCNC(=O)CN(c1ccc(OC)c(OC)c1)S(=O)(=O)c1ccc(C)cc1	1.1	-13	5	-4	-9	-5	1.1	-7
CCCc1cc(=O)oc2cc(C)cc(OCC(=O)Nc3ccc(S(N)(=O)=O)cc3)c12	1.1	-5	-9	-9	-21	-4	1.2	-12
COc1ccccc1NS(=O)(=O)c1ccc(C)c(C(=O)N2CCN(c3ccc(O)cc3)CC2)c1	0.98	2	29	2	-8	-1	1.1	-10
COc1ccc2oc(C(=O)NCC3CCCO3)c(C)c2c1 (stereo not given)	1.1	-11	10	2	-11	7	1.1	-6
O=C(CBr)c1ccc([N+](=O)[O-])c(CS(=O)(=O)c2ccc(Cl)cc2)c1	0.95	5	80*	2	-7	-4	1.1	-6
CC1CCN(C(=O)Cc2nn(C)c(=O)c3ccccc23)CC1	1.1	-11	-5	3	-16	-4	1.2	-9
NC(=O)NC(c1ccccc1)c1ccccc1F (stereo not given)	1.1	-8	-7	2	-1	3	1	5
CCc1ccc(CNC(=O)CCCC(=O)n2nc(C)c3ccccc32)cc1	1.1	-6	3	-6	-38	-5	1.4	1
Cc1cccc(NC(=O)CSc2nccn2C)c1	1	-3	-8	-6	4	-14	0.96	0
Cc1[nH]c2ccccc2c1C(=O)COc1ccccc1	0.96	4	1	-5	6	0	0.94	-2
CCOC(=O)Cc1nnc(-c2ccccc2)o1	0.93	8	-17	5	6	-1	0.94	1
O=C(c1ccoc1)N1CCC2(CC1)Oc1ccc(F)cc1C(=O)C21CC(c2ccccc2)=NO1 (stereo not given)	0.96	4	-1	-2	-11	1	1.1	7
CC(C)[C@H](NC(=O)[C@@H]1Cc2ccccc2CN1C(=O)OC(C)(C)C)C(=O)NC1CCCC1	1	0	-17	2	-15	-1	1.1	4
O=C(c1ccccc1)c1ccc(C(=O)N2CCCC(C(F)(F)F)C2)cc1 (stereo not given)	0.93	7	-4	5	13	2	0.87	6
O=C(Cc1ccccc1F)Nc1cc(S(=O)(=O)N2CCOCC2)ccc1N1CCOCC1	0.99	1	7	-7	14	2	0.86	-4
Nc1cc(=O)[nH]c(SCC(=O)NC2CCCCCCC2)n1	1.1	-12	-11	-2	-10	-1	1.1	2
C=CCn1nnnc1SCC(=O)Nc1ccc(OC)cc1	1.1	-8	4	-2	0	-2	1	-9
COc1cc(OC)c(C2=NOC(C(=O)Nc3ccc4c(c3)OCO4)C2)cc1Cl (stereo not given)	1	0	16	6	3	-4	0.97	-2
COc1ccc([N+](=O)[O-])cc1NC1CCCCC1	0.91	9	-5	3	4	-2	0.96	7
CCOc1ccc(CCNC(=O)CCn2cccc2)cc1OCC	1	0	-8	-11	-4	-2	1	-6
CC(CNC(=O)COc1ccc2c(c1)OCO2)c1ccccc1 (stereo not given)	1	0	1	-8	13	0	0.87	-3
Carrying on:
SMILES	mIAP act	mIAP block	PfG6PD inh	HKDC1 inh	hIAP block	APOBEC3A inh	hIAP activ	ATG4B inhibitor
COc1ccc(CN2CCNC(=O)C2CC(=O)N(C)CC2CCOCC2)cc1C (stereo not given)	0.99	1	12	0	-32	-2	1.3	-9
CC(C)(C)NC(=O)CCN1CCOCC1	0.95	5	-19	-2	13	-1	0.87	-8
C/C(=N\Nc1ccc2nncn2n1)c1ccc(Cl)s1	1	0	8	-3	-10	0	1.1	-3
CC(C)c1ccc(CN2CCSCC2)cc1	0.85	14	5	-2	-1	-3	1	1
O=C1NC(Cc2ccccc2)C(=O)N1CC(=O)N1CCCc2ccccc21 (stereo not given)	1	-4	5	-9	-8	-5	1.1	5
Cc1ccccc1C(=O)N1CCN(S(=O)(=O)c2cccs2)CC1	1	-2	-5	-6	4	-2	0.96	11
Cc1ccc(CN(Cc2ccco2)S(=O)(=O)c2ccc(S(=O)(=O)NCC3CCCO3)cc2)cc1 (stereo not given)	0.97	3	13	-12	5	0	0.95	4
COc1cccc(OC)c1C(=O)Nc1ccc(S(=O)(=O)N2CCCCC2)cc1	1.1	-5	-7	1	-6	-5	1.1	-6
Cn1c(=O)c2c(nc(CN3CCN(C(=O)c4ccco4)CC3)n2Cc2ccc(F)cc2)n(C)c1=O	1	-3	9	0	-32	-3	1.3	-11
Cc1ccc(C2C3=C(CC(C)(C)CC3=O)N=C3c4ccccc4C(=O)C32)cc1 (stereo not given)	0.81	19	51	-1	28	-3	0.72	0
Cn1c(=O)c2c(nc(N3CCOCC3)n2CC(=O)C23CC4CC(CC(C4)C2)C3)n(C)c1=O	1	-1	-19	-4	0	8	1	2
Cc1ccc(C(=O)NCC(=O)N2CCN(S(=O)(=O)c3cccs3)CC2)s1	1	-1	-10	-10	12	0	0.88	0
C/C(=N\NC(=O)c1ccc(NS(=O)(=O)c2cccs2)cc1)c1ccccc1	0.91	9	-25	4	2	0	0.98	-1
CCOc1ccc(NC(=O)CN(C)C(=O)c2cc(C)nc3ccccc23)cc1OCC	0.94	6	-15	3	18	4	0.82	1

In the list so far, eight contain two or more sulfur atoms.
SMILES	mIAP act	mIAP block	PfG6PD inh	HKDC1 inh	hIAP block	APOBEC3A inh	hIAP activ	ATG4B inhibitor
Cc1ccc(S(=O)(=O)N2CCOCC2)cc1NC(=O)COC(=O)Cn1c(C)csc1=O	0.97	3	-9	1	10	0	0.9	6
CCCc1nc(SCC(=O)Nc2nnc(CC)s2)c2c(C)c(C)sc2n1	1.1	-7	-11	-6	-16	-4	1.2	-4
O=C(O)CSc1nnc(SCc2cccc3ccccc23)s1	0.93	7	-30	-10	11	2	0.89	22
CCOc1ccc(/C=C2\SC(=S)N(NS(=O)(=O)c3ccccc3)C2=O)cc1OC	0.87	13	-4	6	-3	-2	1	-7
Cc1ccccc1C(=O)N1CCN(S(=O)(=O)c2cccs2)CC1	1	-2	-5	-6	4	-2	0.96	11
Cc1ccc(CN(Cc2ccco2)S(=O)(=O)c2ccc(S(=O)(=O)NCC3CCCO3)cc2)cc1 (stereo not given)	0.97	3	13	-12	5	0	0.95	4
Cc1ccc(C(=O)NCC(=O)N2CCN(S(=O)(=O)c3cccs3)CC2)s1	1	-1	-10	-10	12	0	0.88	0
C/C(=N\NC(=O)c1ccc(NS(=O)(=O)c2cccs2)cc1)c1ccccc1	0.91	9	-25	4	2	0	0.98	-1
